Source: PubChem BioAssay (several laboratories)
STEP block – blocks human striatal-enriched tyrosine phosphatase. P54829. recombinant STEP, OMFP fluorogenic substrate, fluorescence. inhibition, % at 20 µM. actives 0.25% (n = 360,000). AID 588621;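 active = inhibition at 20 µM, scaled per plate between control wells, above about 37%, limit read from the data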;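 also: 0% = DMSO with enzyme and substrate and 100% = substrate only without enzyme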
Target sequence (P54829 whole entry, looked up): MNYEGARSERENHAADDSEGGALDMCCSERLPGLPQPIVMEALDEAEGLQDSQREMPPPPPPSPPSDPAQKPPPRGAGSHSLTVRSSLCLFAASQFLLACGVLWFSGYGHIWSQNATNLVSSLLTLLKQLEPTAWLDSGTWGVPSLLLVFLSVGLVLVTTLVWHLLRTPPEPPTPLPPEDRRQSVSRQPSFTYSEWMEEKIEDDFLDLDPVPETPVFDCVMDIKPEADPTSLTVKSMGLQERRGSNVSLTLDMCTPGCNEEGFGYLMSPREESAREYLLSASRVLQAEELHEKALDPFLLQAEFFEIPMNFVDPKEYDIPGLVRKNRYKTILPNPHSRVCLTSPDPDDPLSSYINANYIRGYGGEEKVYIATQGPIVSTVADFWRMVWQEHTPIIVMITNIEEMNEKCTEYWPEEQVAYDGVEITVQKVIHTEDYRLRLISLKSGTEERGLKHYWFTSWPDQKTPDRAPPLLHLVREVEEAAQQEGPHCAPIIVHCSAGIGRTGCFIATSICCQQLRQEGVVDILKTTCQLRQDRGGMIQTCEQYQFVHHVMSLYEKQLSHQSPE
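Test system: STEP tyrosine phosphatase / Reagent: OMFP at 25 µM / Doses: 20 µM, 1% DMSO / Read-out: percent inhibition scaled to no-enzyme and uninhibited-enzyme controls, plate-pattern corrected / Detection: FITC-channel fluorescence of OMFP product / Medium: Bis-Tris buffer pH 6.0, 2.5 mM DTT, 0.005% Tween 20 / Schedule: 20 min at room temperature, dark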
eLon inh – E. coli protease La inhibition | P0A9M0 | purified E. coli Lon protease, fluorescence polarization | AID 602123 | inhibition, % at 7.94 µM | actives 0.42% (n = 360,000); in the data active = inhibition above about 13%, passing the limit was not always enough;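 also: 0% = enzyme with probe and DMSO and 100% = no enzyme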
Scp1 inh – Scp-1 (human) phosphatase inhibition; Recombinant Scp1, phosphopeptide, malachite green phosphate absorbance; inhibition, % at 20 µM; actives 0.88% (n = 340,000); AID 493091;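 active = inhibition above about 50% at 20 µM, limit read from the data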;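 also: plate controls were DMSO wells with enzyme for no effect and wells lacking enzyme for full effect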
Target sequence (Q9GZU7 76-261 limits assumed): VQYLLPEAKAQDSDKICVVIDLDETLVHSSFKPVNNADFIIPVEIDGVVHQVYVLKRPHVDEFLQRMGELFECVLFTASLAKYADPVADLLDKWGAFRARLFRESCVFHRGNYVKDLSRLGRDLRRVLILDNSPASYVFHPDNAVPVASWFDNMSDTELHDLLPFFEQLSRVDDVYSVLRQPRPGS
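Assay system: SCP-1 catalytic fragment, aa 76-261 | Buffer or medium: Tris acetate buffer pH 5.5 with MgCl2 and Tween-20 | Compound: One concentration, 20 µM, with 1.0% DMSO | Also added: Phospho 17-mer peptide substrate | Signal: Absorbance at 630 nm | Incubation: 45 min enzyme reaction at room temperature | Measure: % inhibition of SCP-1 phosphate liberation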
MsrA inhibitor – inhibits bovine methionine sulfoxide reductase A | inhibition, % at 15.5 µM | AID 651718 | actives 0.75% (n = 360,000) | purified bovine MsrA, absorbance read-out; in the data active = inhibition above about 4.5%;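 also: 0% = vehicle wells with enzyme and 100% = reference inhibitor wells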
Tb MetRS inh – Trypanosoma brucei MetRS inhibition; purified T. brucei MetRS, ATP depletion, Kinase-Glo luminescence; AID 624268; actives 0.4% (n = 360,000); inhibition, % at 11.9 µM;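 active = inhibition above a per-plate cutoff of the control wells' mean inhibition plus 3 SD, cut at about 5.5% in these data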;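 also: 0% = DMSO wells median and 100% = median of wells with control inhibitor compound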
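Assay system: T. brucei methionyl-tRNA synthetase, purified | Medium: HEPES buffer with MgCl2, KCl, DTT, spermine, BSA, pyrophosphatase | Compound: 11.9 µM single point | Incubation: 15 min enzyme-compound preincubation, 2 h reaction, 10 min detection, 25 °C | Measured by: Kinase-Glo luciferase luminescence reporting remaining unconsumed ATP | Measure: % inhibition normalized to control-well medians | Replication: Singlicate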
LMPTP block – LMPTP (human) inhibition; P24666; recombinant LMPTP-A, OMFP fluorogenic substrate, fluorescence intensity; inhibition, % at 20 µM; actives 0.22% (n = 360,000); AID 651560;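 active = compounds that cut the enzyme signal by at least half of the control window in the single-dose screen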;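 also: plate controls were DMSO wells with enzyme plus substrate for no effect and substrate without enzyme for full effect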
Target sequence (P24666 whole entry, looked up): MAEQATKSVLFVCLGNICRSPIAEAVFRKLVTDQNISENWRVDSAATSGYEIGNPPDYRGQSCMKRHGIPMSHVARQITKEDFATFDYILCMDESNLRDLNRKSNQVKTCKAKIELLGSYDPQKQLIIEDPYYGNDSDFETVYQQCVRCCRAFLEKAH
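Test system – LMPTP-A enzyme · Amount – LMPTP-A at 0.625 nM final in the reaction · Buffer or medium – Bis-Tris pH 6.0, DTT, detergent · Reagent – OMFP 400 µM · Doses – single 20 µM dose · Schedule – reaction 50 min, room temperature, dark · Detection – fluorescence intensity of OMFP turnover product · Evaluation – percent inhibition versus substrate-only and uninhibited controls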
SUMO1-SIM PPI – SUMO1-SIM interaction modulation | inhibition, % at 20 µM | SUMO1 binding to a labelled peptide, TR-FRET, 1 h | P63165 | actives 0.33% (n = 360,000); in the data active = inhibition above about 37%
Target sequence (P63165 whole entry, looked up): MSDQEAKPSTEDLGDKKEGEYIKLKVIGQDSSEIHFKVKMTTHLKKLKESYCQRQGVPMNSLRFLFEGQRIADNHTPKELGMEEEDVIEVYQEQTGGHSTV
DNMT1 block – DNMT1 (human) enzyme inhibition; P26358; DNMT1 molecular beacon, Hinp1I cleavage, fluorescence; inhibition (reported as % activation of signal), % at 10 µM; actives 0.83% (n = 360,000); AID 588458; in the data active = inhibition above about 50%
CendR NRP1 mod – NRP-1/CendR interaction modulation. O14786. actives 0.85% (n = 360,000). FAM-RPARPAR peptide binding to NRP-1, fluorescence polarization. inhibition, % at 25 µM;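 active = inhibition or corrected inhibition above about 18%, plus a signal ratio from 0.5 to 1.5, limit read from the data, passing the limit was not always enough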; also: strong numbers were not always called active
bovine MsrA act – activates bovine MsrA enzyme; actives 0.3% (n = 360,000); activation, % at 10.6 µM; AID 602163; purified bovine MsrA, absorbance read-out; in the data active = activation above about 7.5%;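 also: 0% = vehicle and 100% = reference activator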
The depositor's hits bear a star; . = not tested or not shown. Compounds as they come (roughly 4.3% active in at least one column).

SMILES	STEP block	eLon inh	Scp1 inh	MsrA inhibitor	Tb MetRS inh	LMPTP block	SUMO1-SIM PPI	DNMT1 block	CendR NRP1 mod	bovine MsrA act
COc1ccc(-c2nnc3n2N=C(C)CS3)cc1	0.4	9.9	-4.0	0.6	-0.3	-0.4	-0.1	2.2	-4.2	-4.1
CCCOc1ccc(C(=O)Nc2ccc(N3CCN(C(C)=O)CC3)cc2)cc1	-1.8	1.2	-3.6	0.2	0.1	0.1	-1.4	-10.2	0.4	-3.1
O=C(OCC(=O)N1CCCC1)c1ccccc1O	-2.3	-5.5	-0.8	0.2	1.2	-1.0	-0.3	1.9	1.8	-1.3
COc1c(C)cc(Br)cc1C(=O)Nc1ccc(N2CCN(S(C)(=O)=O)CC2)cc1	0.3	-7.6	-4.3	-0.3	-0.2	-1.3	-4.4	0.6	5.7	-1.8
COc1ccc([N+](=O)[O-])cc1N(CC(=O)N1CCN(Cc2ccccc2)CC1)S(C)(=O)=O	-0.1	-14.0	0.5	0.4	-1.3	-0.3	-5.2	-2.3	9.2	-11.1
COC(=O)Cn1c(C)c(C(C)=O)c(C(C)=O)c1C	-3.1	-2.6	-15.4	0.7	-1.1	1.2	47.9*	-0.5	6.8	-2.5
CN1C(C(=O)NCc2cccc(Br)c2)CC2Cn3c(nc4cc5ccccc5cc43)C21 (stereo unspecified)	4.1	-16.4	-4.9	-1.5	-0.3	0.2	-12.8	-2.0	1.9	-2.8
O=C(CCS(=O)(=O)c1ccc(Cl)cc1)Nc1ccc(N2CCOCC2)cc1	-1.4	-7.2	-12.3	-0.7	-0.3	-1.7	-4.9	-1.7	-0.1	-3.4
C=C(C)c1cccc(C(C)(C)NC(=O)N2CC(C)OC(C)C2)c1 (stereo unspecified)	-1.4	-5.5	-7.6	0.1	-0.5	-0.4	-1.2	1.7	15.7	-1.4
COc1ccc(-c2cn(CCN)c(-c3ccncc3)n2)cc1	-0.3	2.7	2.6	-0.5	-0.4	-4.3	0.8	0.1	14.4	-2.6

Limited to Tb MetRS inh, STEP block and SUMO1-SIM PPI, for some of the entries so far:
compound	Tb MetRS inh	STEP block	SUMO1-SIM PPI
COC(=O)Cn1c(C)c(C(C)=O)c(C(C)=O)c1C	-1.1	-3.1	47.9*
O=C(CCS(=O)(=O)c1ccc(Cl)cc1)Nc1ccc(N2CCOCC2)cc1	-0.3	-1.4	-4.9
COc1ccc(-c2nnc3n2N=C(C)CS3)cc1	-0.3	0.4	-0.1

The results go on.
SMILES	STEP block	eLon inh	Scp1 inh	MsrA inhibitor	Tb MetRS inh	LMPTP block	SUMO1-SIM PPI	DNMT1 block	CendR NRP1 mod	bovine MsrA act
O=C(NC1CCN(Cc2ccccc2)CC1)C(NS(=O)(=O)c1cccc2nsnc12)c1ccccc1 (stereo unspecified)	-4.5	7.6	-0.7	0.2	-0.7	-0.3	-21.5	-0.6	-12.2	0.7
COc1cccc(/C=C/C(=O)OCC(=O)N2c3ccccc3CC2C)c1OC (stereo unspecified)	0.7	-3.6	-11.8	-0.4	-0.3	1.4	-20.9	-3.8	2.9	-3.9
CCc1ccccc1NC(=O)CSc1n[nH]c(-c2cccnc2)n1	4.8	3.2	-4.9	-1.5	-0.3	-1.1	8.5	2.5	-3.7	-1.9
COc1ccc(C(CCN)Cc2ccccc2)cc1 (stereo unspecified)	-2.8	-3.5	-3.2	-1.1	-0.1	0.0	3.2	10.5	-1.3	-3.1
O=[N+]([O-])c1ccc(OCCn2cnc3ccccc32)cc1	2.5	3.2	-1.4	2.6	0.5	2.0	-19.9	0.3	6.0	-0.2
ON=C1c2cc(OCCN3CCCCC3)ccc2-c2ccc(OCCN3CCCCC3)cc21	1.9	-2.1	-7.3	.	0.0	15.2	-65.0	49.5	1.4	1.1
N#Cc1cccc(-c2cn(S(=O)(=O)c3ccc(Cl)cc3)nc2N)c1	-2.3	-0.4	-13.0	0.2	-0.1	3.0	-1.3	-15.5	8.3	-3.4
CCOc1ccc(C(=O)Nc2nc(C)cc(C)n2)cc1[N+](=O)[O-]	-2.8	-4.5	-3.9	0.4	-0.3	0.1	-7.4	1.1	-5.3	-3.1
CSCC[C@H](NC(=O)Cc1c(C)c2c(cc(C)c3c(C)c(C)oc32)oc1=O)C(=O)O	4.3	-5.5	-4.5	1.2	0.7	1.0	-3.8	1.3	-1.7	-2.2
O=C(O)C1C(c2ccccc2)=C1c1ccc(Br)cc1 (stereo unspecified)	1.6	-10.3	.	2.5	-0.1	-0.7	-4.8	-5.0	-3.2	-1.8
CCOC(=O)C1CCN(C(=O)C(C)N(c2ccc(Oc3ccccc3)cc2)S(C)(=O)=O)CC1 (stereo unspecified)	-0.1	2.6	-15.2	1.0	-0.1	0.0	-0.8	-2.8	-4.9	-3.5
C[C@H](CO)N1C[C@H](C)[C@@H](CN(C)C)Oc2c(NC(=O)C3CC3)cccc2C1=O	0.1	-1.8	-2.3	0.6	-0.3	-2.3	3.4	6.9	0.3	-6.4
O=C(Nc1ccc(N2CCN(C(=O)c3ccco3)CC2)c(Cl)c1)c1c(F)c(F)c(F)c(F)c1F	1.1	-7.7	0.2	1.0	0.5	3.1	6.1	-7.3	13.9	-1.9
O=C(CCCO)NC1Cc2ccccc2C1	0.0	-2.9	-6.9	-1.5	-0.2	-1.7	-2.3	-0.7	21.1	-3.4
O=C1Cc2ccccc2N1c1c(Cl)cccc1Cl	-3.1	-8.5	-3.1	-0.6	-1.2	-0.8	-0.6	1.4	11.0	-1.7
COc1ccc(NS(=O)(=O)c2ccc3oc(SC4CCOC4=O)nc3c2)cc1 (stereo unspecified)	0.3	-4.1	-0.6	1.4	-0.8	-1.9	3.1	-0.2	-2.3	-5.6
CC(=O)N1CCc2cc(Br)cc(S(=O)(=O)NCC3CCCO3)c21 (stereo unspecified)	-1.6	-3.9	-2.3	-1.0	-0.7	-0.5	-1.9	0.5	9.8	-2.6
COc1ccc(OC)c2[nH]c(=O)c(CCNC(=O)Cc3cccs3)cc12	-1.2	0.3	-6.0	-0.1	-0.5	-0.5	1.6	2.1	3.1	-4.6
COc1ccc(C(CNc2ncnc3sc(C)c(C)c23)N(C)C)cc1 (stereo unspecified)	1.2	-5.9	4.2	1.5	-0.1	-0.3	1.8	-1.6	2.0	-0.3
CC(=S)/C=C1\Sc2ccccc2N1C	0.2	-10.6	3.1	2.5	-0.7	1.3	-15.3	-10.2	-15.5	-2.2
O=C(O)c1ccc(N2C(=O)C3C4c5ccccc5C(Br)(c5ccccc54)C3C2=O)cc1 (stereo unspecified)	-2.2	5.0	2.2	-0.9	-0.7	0.3	2.3	1.7	-7.4	-2.3
N#CC1=C(SCc2ccccc2)NC(=O)CC1c1cccc(O)c1 (stereo unspecified)	-2.5	-10.3	5.8	0.0	-0.2	-1.4	-5.9	-1.1	-3.4	-4.6
COc1ccc(OCCN2CCN(C(=O)c3ccc(OC(F)F)c(OC)c3)CC2)cc1	1.4	0.1	-3.8	-0.6	0.1	-0.1	1.0	-1.9	12.0	-2.2
CN(CCc1ccccc1)C(=O)c1cccc(NC(=O)Cc2cccc(NC(=O)C3CCN(C(=O)C4CCCCC4)CC3)c2)c1	-0.1	-0.5	-0.1	-0.6	-1.1	-0.9	1.3	-4.2	-6.9	-0.8
c1ccc(C[C@H]2CNCCN2CC2CCCCC2)cc1	-1.5	3.0	-1.6	0.0	0.1	-0.6	1.1	-0.6	9.4	-3.6
COc1ccc(NC(=S)NN2CCN(C)CC2)cc1OC	8.5	-8.4	6.5	0.5	-0.7	-7.9	2.7	-1.0	-2.7	-0.7
COc1cc(NC(=O)Cn2nnc(-c3ccncc3)n2)cc(OC)c1	-0.2	-1.8	-8.0	0.6	-0.5	0.2	1.6	-8.1	-5.9	-1.4
Cn1cccc1/C=C1\SC(=O)N(c2ccccc2)C1=O	2.1	-15.1	-4.9	0.5	-0.5	0.3	-6.6	-1.8	-69.0	-2.1
Cc1nnc(NC(=O)c2cccc(S(=O)(=O)N3CCOCC3)c2)s1	1.1	-2.1	-4.8	0.7	-0.7	0.0	9.0	2.6	-7.4	-2.1
CC1OC(c2ccccc2)OC2COC(c3ccccc3)OC12 (stereo unspecified)	-1.6	-12.8	-6.8	0.9	-0.5	0.8	0.5	2.5	-1.4	-0.8
CN(Cc1ccccc1)C(=O)Cn1c(=O)c2cccn2c2cccnc21	4.8	4.5	-9.1	0.7	0.1	-1.7	3.7	-0.7	7.8	-3.5
CCOC(=O)C1CCN(C(=O)c2cc3c(s2)-c2ccccc2OC3)CC1	0.0	-1.2	-0.4	2.0	0.0	1.9	-13.5	0.1	0.5	-2.6
CNC(=O)N(c1ccccc1)c1ccccc1	2.4	-1.4	5.6	0.3	0.1	-2.0	1.1	2.7	8.7	0.3
Cn1nc(C(F)(F)F)c(-c2ccccc2)c1NC(=O)c1ccco1	-3.2	1.6	2.7	0.3	-0.5	-1.4	-0.4	0.5	-7.0	0.5
CC1(C(=O)N2CC3(CC(c4ccccc4)=NO3)C[C@H]2C(=O)NCC(N)=O)CC1 (stereo partly specified)	-3.4	12.8	-11.3	0.0	-0.2	-0.7	0.4	1.3	-1.5	-2.4
O=C(NCc1ccco1)c1nc2ccccc2s1	0.7	0.9	-10.7	-1.1	-0.4	0.1	1.3	-2.1	-2.9	-4.3
COc1ccc(S(=O)(=O)Nc2nnc(Cc3ccc(OC)c(OC)c3)s2)cc1	1.9	-4.9	-3.1	0.1	-0.8	-1.0	2.0	0.3	2.8	-2.9
CCO/C(C)=N/Oc1cc(OC)cc(OC)c1	-2.3	-1.6	.	-1.4	-0.7	0.3	1.7	-2.5	9.9	-1.9
O=C(Nc1ccc(-c2cnco2)cc1)c1ccc(Cl)cc1	-4.1	2.9	-13.6	-0.4	-0.6	-1.5	1.0	0.8	0.6	-3.4
O=C1CC(N2CCN(Cc3ccccc3)CC2)C(=O)N1 (stereo unspecified)	-3.8	-1.9	-0.9	0.9	-0.7	-2.6	-2.9	1.5	-10.2	-3.6
O=C(COC(=O)c1cc[n+]([O-])cc1)Nc1ccc(F)c([N+](=O)[O-])c1	1.5	15.4	-7.8	0.0	1.0	0.4	-15.1	-11.4	-3.8	-3.5

Shown as a hit in SUMO1-SIM PPI, of those listed so far:
SMILES | STEP block | eLon inh | Scp1 inh | MsrA inhibitor | LMPTP block | SUMO1-SIM PPI | DNMT1 block | CendR NRP1 mod | bovine MsrA act
COC(=O)Cn1c(C)c(C(C)=O)c(C(C)=O)c1C | -3.1 | -2.6 | -15.4 | 0.7 | 1.2 | 47.9* | -0.5 | 6.8 | -2.5
